Screens (PubChem)
Avidin fluor: compound fluoresces at 488/530 nm on avidin beads; compound fluorescence 488/530 nm, flow cytometry; hits give high values; fluorescence (KMESF) at 10 µM; 220,000 tested, 0.38% active; AID 1775; in the data active means fluorescence above about 47; further: inactives centre near 10
HRas wt GTP: human HRas wildtype GTP binding, change in either direction. GST-Ras wt beads, Bodipy-FL-GTP binding, flow cytometry; actives lie on both sides. GTP binding activity, % at 10 µM. 190,000 tested, 0.14% active. P01112;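 active means GTP binding activity at least 20% away from the 100% baseline, either lowered as inhibitor or raised as activator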;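 further: 0% = unlabeled GTP competition control and 100% = no-compound control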
Target sequence (P01112 whole entry, looked up): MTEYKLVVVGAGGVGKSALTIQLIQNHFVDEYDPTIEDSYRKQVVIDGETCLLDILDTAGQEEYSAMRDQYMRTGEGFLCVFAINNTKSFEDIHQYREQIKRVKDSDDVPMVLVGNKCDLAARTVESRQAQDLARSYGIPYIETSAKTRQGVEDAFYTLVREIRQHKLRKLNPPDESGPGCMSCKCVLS
Cdc42 wt GTP: human Cdc42 wildtype GTP binding change, either direction | 190,000 tested, 0.2% active | P60953 | AID 761 | percent activity (GTP binding), % at 10 µM | GST-Cdc42 beads, Bodipy-GTP binding, flow cytometry; actives lie on both sides;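 active means percent activity GTP binding at least 20 points away from the 100% baseline, either down as inhibitor or up as activator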;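 further: median bead fluorescence of bound Bodipy-FL-GTP at 100 nM; 0% = excess unlabeled GTP control and 100% = no compound control; below 100% means less GTP binding so inhibitor and above means activator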
Target sequence (P60953 whole entry, looked up): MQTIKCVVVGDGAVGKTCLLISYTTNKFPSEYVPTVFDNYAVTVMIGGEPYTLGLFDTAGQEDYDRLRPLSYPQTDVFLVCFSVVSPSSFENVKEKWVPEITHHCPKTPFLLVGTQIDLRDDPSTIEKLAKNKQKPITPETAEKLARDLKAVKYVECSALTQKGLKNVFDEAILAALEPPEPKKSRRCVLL
Rac1 wt modul: human Rac1 wildtype GTP binding, inhibitors and activators | P63000 | GST-Rac1 beads, fluorescent GTP binding, flow cytometry; actives lie on both sides; 0 = cold GTP competed, 100 = untreated | GTP binding activity (% of control), % at 10 µM | 190,000 tested, 0.27% active;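 active means GTP binding activity at least 20 points away from the 100% control level, either lower or higher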
Rab2 wt GTP: changes GTP binding to wildtype dog Rab2A, up or down; GST-Rab2 wt beads, Bodipy-GTP binding, flow cytometry; GTP binding activity, % at 10 µM; 190,000 tested, 0.19% active; AID 760;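 active means GTP binding activity at least 20 points away from 100%, either lowered or raised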;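 further: 0% = beads with excess unlabeled GTP and 100% = no-compound control corrected for plate trend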
ABCG2 block: inhibitors of human ABCG2 transporter, ABCB1 counter-screen; inhibition, % at 6.6 µM; IgMXP3 cells, JC-1 efflux, flow cytometry; 190,000 tested, 0.1% active; Q9UNQ0;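 active means inhibition above 80%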;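 further: 0% = DMSO and 100% = nicardipine control wells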
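Test system: IgMXP3 (ABCG2) plus far-red-tagged CCRF-Adr (ABCB1) cells. Reagent: JC-1 dye as substrate. Timing: 10 min exposure at 25 °C with rotation, no wash. Measured by: flow cytometric JC-1 green MFI at 530 nm. Read-out: percent efflux inhibition, scaled nicardipine 100% to DMSO 0%. Control set: nicardipine and DMSO wells.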
Mcl1-Noxa inh: disrupts binding of human Mcl-1 to Noxa peptide | AID 1022 | 220,000 tested, 1.5% active | inhibition, % at 21.7 µM | Q07820 | TR-FRET Mcl-1/Noxa peptide binding, 2 h;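 active means compounds that cut the protein-peptide binding signal by more than 50% relative to plate controls in a single-dose test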;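 further: His-tagged Mcl-1 with rhodamine Noxa BH3 peptide and terbium anti-His antibody; 0% = Mcl-1 plus Noxa peptide wells and 100% = peptide-only wells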
Target sequence (Q07820 whole entry, looked up): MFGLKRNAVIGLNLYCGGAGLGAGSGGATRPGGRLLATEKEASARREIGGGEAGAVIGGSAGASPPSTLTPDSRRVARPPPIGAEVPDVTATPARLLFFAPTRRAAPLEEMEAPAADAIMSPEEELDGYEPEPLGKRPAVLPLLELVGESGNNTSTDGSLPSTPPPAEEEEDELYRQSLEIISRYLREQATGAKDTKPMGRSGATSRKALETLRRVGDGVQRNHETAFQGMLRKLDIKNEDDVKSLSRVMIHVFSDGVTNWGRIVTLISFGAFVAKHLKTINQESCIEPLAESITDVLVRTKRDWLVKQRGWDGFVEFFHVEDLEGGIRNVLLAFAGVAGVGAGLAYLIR
Rac1 act GTP bind: modulators of GTP binding to human Rac1 activated mutant. P63000. GST-Rac1 activated beads, fluorescent GTP binding, flow cytometry; actives lie on both sides; 100% means binding = to untreated wells. percent activity (GTP binding), % at 10 µM. 190,000 tested, 0.11% active. AID 764;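 active means GTP binding at least 20 percentage points away from the 100% baseline, in either direction, so actives lie on both sides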
Rab7 wt modul: modulators of GTP binding to dog Rab7 wildtype GTPase; AID 758; GTP binding activity (percent of control), % at 10 µM; 190,000 tested, 0.055% active; GST-Rab7 beads, fluorescent GTP binding, flow cytometry; actives lie on both sides; untreated = 100%, excess cold GTP = 0%;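 active means fluorescent GTP binding to Rab7 beads changed by at least 20 points from the 100% baseline, either direction, mostly lower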;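 further: median green fluorescence of bound Bodipy-FL-GTP per Rab7 bead population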
ABCB1 block: human ABCB1 inhibition, ABCG2 as counter-screen | P08183 | CCRF-Adr cells, JC-1 efflux, flow cytometry | inhibition, % at 6.6 µM | 190,000 tested, 0.067% active | AID 1326; in the data active means inhibition above about 40%;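 further: 0% = vehicle and 100% = reference inhibitor; higher value means more JC-1 retained so stronger ABCB1 efflux block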
Pf gamet viab: kills late stage P. falciparum gametocytes. AID 743093. 150,000 tested, 0.065% active. P. falciparum stage V gametocytes, ATP luminescence, 24 h. inhibition, % at 10.9 µM;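 active means inhibition above the mean plus 3 SD of compounds within the control limits, set per campaign, cut at about 38% in these data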;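 further: 0% = DMSO wells and 100% = medium only without gametocytes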
* = called active by the depositor; / = no result given.

SMILES | Avidin fluor | HRas wt GTP | Cdc42 wt GTP | Rac1 wt modul | Rab2 wt GTP | ABCG2 block | Mcl1-Noxa inh | Rac1 act GTP bind | Rab7 wt modul | ABCB1 block | Pf gamet viab
CCOC(=O)N1CCN(c2ccc(Cl)c(Cl)c2)CC1 | 10 | 99 | 100 | 99 | 96 | 25 | 15 | 99 | 98 | 0.4 | 15
Nc1ccc(C(=O)OCCCc2nc3ccccc3[nH]2)cc1 | 28 | 100 | 104 | 103 | 101 | 25 | 0 | 102 | 101 | 2.5 | /
COc1ccc(C2CC(=O)NC3=C2C(=O)CCC3)cc1Cl (stereo not given) | 9 | 101 | 99 | 100 | 102 | 6 | 17 | 98 | 105 | 1.0 | /
C=CCNc1cc(C)oc(=O)c1C(=O)CC | 10 | 95 | 96 | 96 | 95 | 14 | 10 | 95 | 95 | 0.1 | 1
CC(C)CN(C(=O)CN1CCN(c2ccc(O)cc2)CC1)c1c(N)n(CC(C)C)c(=O)[nH]c1=O | 6 | 106 | 105 | 104 | 106 | 6 | 14 | 103 | 108 | 0.2 | -17
COc1ccc(NC(=S)N2CCN(C(=O)C3CCCO3)CC2)c(OC)c1 (stereo not given) | 12 | 101 | 99 | 101 | 99 | 0 | 0 | 99 | 101 | -0.1 | 0
Cc1cccc(NC(=O)/C=C/c2ccc3c(c2)OCO3)n1 | 14 | 94 | 98 | 97 | 94 | 4 | 10 | 96 | 96 | 0.5 | /
O=C(CSc1ncnc2ccccc12)c1ccco1 | 22 | 98 | 93 | 97 | 98 | 3 | 7 | 96 | 105 | 0.1 | /
Cc1ccc(NC(=S)N2CCCC2)cc1 | 5 | 102 | 99 | 102 | 99 | 0 | -1 | 96 | 106 | 0.9 | -19
CC(=O)Cn1ncc(N2CCOCC2)cc1=O | 9 | 97 | 95 | 97 | 97 | 5 | -6 | 95 | 97 | 0.7 | 10
COc1ccccc1C(=O)N(CCC1CCCN1C)c1nc2ccccc2s1 (stereo not given) | 10 | 96 | 97 | 97 | 96 | 0 | 6 | 95 | 98 | 0.2 | 33
CCCCCCn1c(NCC)nc2c1c(=O)[nH]c(=O)n2C | 23 | 93 | 91 | 94 | 93 | 11 | -4 | 93 | 96 | 0.9 | /
CCCSC1=N/C(=C/c2ccsc2)C(=O)N1c1ccccc1 | 5 | 102 | 99 | 104 | 100 | 8 | 19 | 99 | 99 | 1.1 | /
Cc1ccc(C2N(c3ccc(Cl)c(Cl)c3)C(=O)C3CCCN32)o1 (stereo not given) | 13 | 99 | 100 | 98 | 99 | 0 | 1 | 98 | 100 | -0.1 | /
Cc1cccc(NC(=O)CN2C(=O)S/C(=C\c3ccc(-c4cccc(C(=O)O)c4C)o3)C2=O)c1 | 7 | 91 | 87 | 89 | 90 | -2 | 14 | 87 | 100 | -1.3 | 3
CC(=O)Nc1c(C)ccc(CNC(=O)COc2ccc(F)cc2)c1C | 9 | 101 | 97 | 100 | 102 | 5 | 8 | 95 | 107 | 0.6 | -6
CC1(C)NC(=O)N(CC(O)COc2ccc(-c3ccc(C#N)cc3)cc2)C1=O (stereo not given) | 37 | 97 | 96 | 95 | 96 | 3 | 9 | 96 | 98 | 0.3 | /
Cc1ccccc1S(=O)(=O)Nc1nc2ccccc2nc1NCCO | 11 | 103 | 104 | 104 | 100 | 3 | 5 | 98 | 98 | 1.0 | /
Cc1oc(=O)c(NC(=O)c2ccc(Cl)cc2)cc1C(=O)c1ccccc1 | 3 | 102 | 102 | 102 | 100 | -1 | -50 | 99 | 101 | -0.3 | -16
c1ccc(CNC23CC4CC(CC(C4)C2)C3)nc1 | 22 | 99 | 97 | 98 | 99 | -1 | 40 | 96 | 104 | 0.0 | -2
Cc1cc(Cl)c(S(=O)(=O)N2CCSCC2)cc1OCC(N)=O | 13 | 100 | 101 | 106 | 100 | 44 | 6 | 97 | 103 | -0.1 | -4
CCCCNC(=O)c1onc(CSc2cc(C)ccc2C)c1C(=O)O | 32 | 96 | 93 | 95 | 95 | 2 | 26 | 89 | 100 | 0.4 | /
CCOCCn1c(SC)nc2c1c(=O)[nH]c(=O)n2C | 10 | 102 | 103 | 105 | 102 | 1 | 8 | 101 | 100 | 0.4 | 5
CS(=O)(=O)N(CC(=O)Nc1ccc(CC#N)cc1)c1ccc(C23CC4CC(CC(C4)C2)C3)cc1 | 12 | 103 | 101 | 111 | 101 | 5 | 2 | 101 | 101 | 0.1 | 9
CCc1ccc(N2C(=O)C3C4CCC(C4=C(C)C)C3C2=O)cc1 (stereo not given) | 3 | 101 | 99 | 101 | 97 | 1 | -17 | 99 | 100 | 1.2 | -4
CC1Cc2ccccc2N1C(=O)c1cc2sccc2n1Cc1ccc(F)cc1 (stereo not given) | 23 | 100 | 100 | 104 | 99 | 1 | -9 | 97 | 98 | 0.6 | /
S=C(NCc1ccco1)N1CCC(c2nc3ccccc3o2)CC1 | 12 | 98 | 101 | 101 | 102 | 15 | 9 | 98 | 98 | 0.2 | -6
Cc1cc(C(=O)NC2=NCCS2)c2ccccc2n1 | 8 | 93 | 90 | 95 | 95 | 3 | 0 | 94 | 101 | 0.5 | 4
O=C(NCCc1ccccc1)c1cnc2sccn2c1=O | 30 | 101 | 103 | 103 | 102 | 13 | 1 | 98 | 99 | 0.9 | /
CCOC(=O)C1=C(C)N=C2SC(C(=O)OC)=CC(=O)N2C1c1ccc(F)cc1 (stereo not given) | 8 | 98 | 96 | 99 | 97 | -2 | 11 | 94 | 98 | -0.7 | /
COc1ccc(C[C@H]2CN3C(=NC[C@@H]3C(C)C)N2C[C@H](C)NC(=O)c2ccc(C)c(Br)c2)cc1 | 5 | 99 | 98 | 100 | 99 | 2 | -5 | 98 | 97 | 0.9 | 7
COc1ccc(NC(=O)N2CCCCCC2)c(OC)c1 | 11 | 98 | 100 | 99 | 101 | 11 | -5 | 93 | 109 | 0.6 | 30
CC(C)C(=O)Nc1ccc(NC(=O)c2cccnc2)cn1 | 36 | 102 | 104 | 104 | 103 | 2 | -10 | 99 | 104 | 0.2 | /
O=C(COC(=O)Cc1ccsc1)NCC1CCCCC1 | 6 | 96 | 99 | 97 | 98 | -1 | -3 | 96 | 103 | -0.4 | /
COc1ccc(C(CC(=O)O)NC(=O)COc2ccccc2)cc1 (stereo not given) | 25 | 99 | 100 | 102 | 96 | 1 | 0 | 96 | 99 | 0.2 | /
COc1ccc(NC(=O)c2ccco2)cc1S(=O)(=O)N1CCOCC1 | 17 | 96 | 92 | 92 | 95 | 2 | 10 | 93 | 98 | 0.2 | 6
CCOc1ccc(NC(=O)CN(c2cc(C)cc(C)c2)S(=O)(=O)c2c(C)noc2C)cc1 | 15 | 100 | 98 | 104 | 99 | 3 | -12 | 101 | 99 | 0.7 | /
Cc1cc(C)n(-c2nc(O)cc(=O)[nH]2)n1 | 21 | 103 | 100 | 106 | 104 | -1 | 18 | 98 | 97 | -0.1 | 10
CC(C)OC(=O)C(C)Nc1n[nH]c(=S)[nH]c1=O (stereo not given) | 15 | 94 | 95 | 95 | 93 | 1 | -3 | 96 | 95 | 0.5 | 12
COc1cnc(-c2ccccn2)nc1Oc1ccccc1Cl | 22 | 98 | 97 | 95 | 94 | 7 | -14 | 94 | 93 | 1.1 | 6

Next section, overlapping the part above by 2 compounds.
SMILES | Avidin fluor | HRas wt GTP | Cdc42 wt GTP | Rac1 wt modul | Rab2 wt GTP | ABCG2 block | Mcl1-Noxa inh | Rac1 act GTP bind | Rab7 wt modul | ABCB1 block | Pf gamet viab
CC(C)OC(=O)C(C)Nc1n[nH]c(=S)[nH]c1=O (stereo not given) | 15 | 94 | 95 | 95 | 93 | 1 | -3 | 96 | 95 | 0.5 | 12
COc1cnc(-c2ccccn2)nc1Oc1ccccc1Cl | 22 | 98 | 97 | 95 | 94 | 7 | -14 | 94 | 93 | 1.1 | 6
Cc1cc(C)c(C(=O)CSc2n[nH]c(-c3ccncc3)n2)c(C)c1 | 12 | 96 | 97 | 98 | 98 | 3 | -2 | 94 | 98 | 0.6 | 2
Nn1c(SCC(=O)Nc2cccc(F)c2)nnc1C1CCCCC1 | 5 | 101 | 103 | 102 | 101 | 9 | 0 | 100 | 102 | 0.6 | 20
CCc1nc(SCc2nc3ccccc3[nH]2)c2oc3ccccc3c2n1 | 11 | 100 | 99 | 98 | 98 | 8 | -73 | 97 | 95 | 2.8 | /
CC(C)(C)n1nnnc1C(c1cccs1)N1CCN(c2ccccc2)CC1 (stereo not given) | 6 | 101 | 106 | 107 | 103 | 1 | 13 | 99 | 100 | 0.3 | -4
Cc1ccc(C(=O)NCc2ccccc2)c(F)c1F | 10 | 95 | 101 | 95 | 96 | 2 | -5 | 95 | 96 | -0.3 | -21
COC(=O)c1ccccc1NC(=O)CSc1ccccc1 | 26 | 101 | 100 | 102 | 102 | 62 | 16 | 99 | 100 | 2.8 | /
CC/C(=N\NC(=O)c1ccccc1Cl)c1ccc(Br)s1 | 4 | 100 | 103 | 105 | 97 | 13 | -6 | 100 | 100 | 1.4 | -7
O=C1Nc2ccc(F)cc2C12Nc1ccccc1-c1nnc(SCc3ccccc3Cl)nc1O2 (stereo not given) | 12 | 96 | 99 | 104 | 94 | -1 | 22 | 97 | 94 | -0.5 | /
N#Cc1c(N2CCCCC2)nc(N)c2c(N)nc3c(c12)CC(CCl)O3 (stereo not given) | 12 | 96 | 95 | 90 | 98 | 9 | -2 | 92 | 99 | 4.1 | /
CCn1c(=O)[nH]c2cc(C(=O)Nc3cc(C)cc(C)c3)ccc2c1=O | 9 | 95 | 95 | 99 | 93 | 10 | -4 | 97 | 97 | 0.7 | /
CCc1c(O)nc2sc3ccccc3n2c1=O | 23 | 102 | 105 | 103 | 97 | 1 | 6 | 98 | 94 | 0.3 | -4
O=S(=O)(NCc1ccccn1)c1ccc(Br)s1 | 9 | 96 | 95 | 98 | 98 | 2 | -11 | 95 | 90 | 0.8 | 4
O=C(CN1N=C(c2ccccc2)CCC1=O)NCc1ccccc1 | 6 | 98 | 95 | 99 | 96 | -1 | 0 | 94 | 106 | -0.2 | -14
O=C1c2ccccc2C(Nc2ccc(S(=O)(=O)N3CCCCC3)cc2)N1Cc1ccco1 (stereo not given) | 9 | 99 | 99 | 104 | 99 | 1 | 17 | 99 | 97 | 1.2 | /
O=c1cc(O)n(-c2ccccc2F)c(=S)[nH]1 | 31 | 102 | 103 | 105 | 100 | 0 | 5 | 102 | 103 | 0.0 | -6
COc1ccc(C(=O)O/N=C(/C)c2cccs2)cc1 | 36 | 101 | 104 | 103 | 99 | 3 | 10 | 101 | 100 | 0.4 | 36
